# TAG inh: triacylglycerol accumulation inhibition; H9c2 cells, Nile Red lipid (TAG) fluorescence; cells loaded with 200 µM oleic acid; inhibition, % at 12.5 µM; actives 0.66% (n = 230,000);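 active = pattern-corrected inhibition of lipid staining of at least 50% with the nuclear-stain viability signal not falling by more than 50%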;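 note: 0% = DMSO wells and 100% = triacsin C control wells; some results filed as inactive read as strong as hits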
# TAG inh DAPI viability: recorded beside TAG inh, whose call it bears; DAPI nuclei signal change (viability), lower = more cytotoxic, %;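 whole-well DAPI fluorescence read on a plate reader as a viability signal; minus 50 percent equals half of cells still viable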
# Numbers without * were called inactive. Not all compounds are listed; rates above refer to the full screens.
SMILES,TAG inh,TAG inh DAPI viability
CCCCc1nc2sc3c(SCC(=O)NCc4ccco4)ncnc3c2c2c1CCC2,9,-5
C/C(=N\NC(=O)c1ccncc1)c1cccc(NC(=O)c2ccc(Cl)s2)c1,5,2
NC(=S)N/N=C/c1coc2ccc(Br)cc2c1=O,0,-5
O=C(CNC(=O)c1ccc(Br)o1)NCc1ccccc1,10,-5
CC(C(=O)Nc1sc2c(c1C(=O)NCc1ccco1)CCCC2)N1C(=O)c2ccccc2C1=O (configuration not stated),3,-4
Cc1ccc(SCCn2nc(C(=O)O)c3ccccc3c2=O)cc1,-7,1
COc1ccccc1N1CCN(C(=O)c2ccc(S(=O)(=O)N3CCCCC3)cc2)CC1,14,-6
O=[N+]([O-])c1ccccc1NCCNc1ncc(C(F)(F)F)cc1Cl,-12,-4
CCOc1ccc(NC(=O)CSc2nc3ccccc3c(=O)n2CCCC(=O)NCCCN2CCCC2=O)cc1,8,-16
O=C1c2ccccc2C(Nc2ccc3c(c2)OCCO3)N1Cc1ccccc1 (configuration not stated),-13,4
Cc1ccc(C)c(OCC(=O)Nc2nonc2NC(=O)COc2cc(C)ccc2C)c1,-12,-6
COc1ccccc1C(=O)N1CCN(C2CCN(Cc3ccccc3)CC2)CC1,4,4
O=C(NCCC1=CCCCC1)C1CCN(S(=O)(=O)N2CCCC2)CC1,-7,-1
CSc1nnc(-c2sc(-c3ccccc3)nc2C)n1C,-11,5
OCC1OC(n2cnc3c(SCc4ccccc4)ncnc32)C(O)C1O (configuration not stated),-5,-4
CCOC(=O)N1CCN(c2ncnc3c2[nH]c2ccc(F)cc23)CC1,-51,-9
O=C(COC(=O)Cc1cccc(C(F)(F)F)c1)NC1CC1,-10,4
COc1ccc(NC(C)C(=O)Nc2ccc(C(C)(C)C)cc2)cc1Cl (configuration not stated),31,8
CN1C(=O)C(CC(=O)Nc2ccc(F)cc2)N(NC(=O)c2cccc(F)c2)C1=S (configuration not stated),-13,1
Cc1ccc(NC(=O)CSc2ccc(-c3cccnc3)nn2)c(C)c1,-15,4
CC[n+]1c(/C=C2\Sc3ccccc3N2C)ccc2cccc(C)c21,-3,-76
COC(=O)c1[nH]c2ccccc2c1NC(=O)CN1CCN(C(=O)c2ccco2)CC1,10,-14
C/C(=N\NC(=O)c1ccc(CN2CCOCC2)cc1)c1ccc(NC(=O)c2ccccc2)cc1,-3,8
Cc1ccc(S(=O)(=O)c2nc(S(C)(=O)=O)sc2N2CCC3(CC2)OCCO3)cc1,13,1
COc1ccccc1/C=C(/C(=O)NCCCn1ccnc1)c1ccccc1,-4,6
COCCCNC(=O)c1ccc2c(=O)n(Cc3ccc(OC)cc3)c(=O)[nH]c2c1,0,1
COc1ccccc1C(=O)NC(=O)COC(=O)CNC(=O)c1ccc(Cl)c([N+](=O)[O-])c1,-7,-1
O=C(NS(=O)(=O)N1CCOCC1)C1=C(N2CCCC2)COC1=O,12,-5
CCOC(=O)c1sc(-c2cccc([N+](=O)[O-])c2)cc1N,8,-12
CC(C)c1ccc(NC(=O)C(c2ccc3c(c2)OCO3)N2CCC3(CC2)OCCO3)cc1 (configuration not stated),6,-4
COc1ccc(OC)c(CCNC(=O)CCCC(=O)n2ncc3cc(C)ccc32)c1,-18,-6
O=C(Nc1cccc(S(=O)(=O)NC2=NCCC2)c1)c1ccccc1OC(F)F,-10,4
COc1ccc(C(CNC(=O)c2ccc(OCc3cscn3)cc2)N2CCCC2)cc1 (configuration not stated),28,-5
CCOC(=O)N1CCN(C(=O)c2ccc(NS(=O)(=O)c3ccc(C)cc3)cc2)CC1,-20,-7
Cc1ccc2c(cnn2C(=O)CCC(=O)NCc2cccc(Cl)c2)c1,1,-3
Cc1ccc(S(=O)(=O)NC(CC(C)C)C(=O)N2CCC(C)CC2)cc1 (configuration not stated),-6,-6
Cc1ccccc1C(=O)NC(C)C(c1cccs1)N1CCOCC1 (configuration not stated),1,3
COc1cccc(-n2sc3c(c2=S)-c2cc(OC)ccc2NC3(C)C)c1,-4,-15
CCN(CC)S(=O)(=O)c1cccc(NC(=O)COC(=O)c2cncc(Br)c2)c1,-9,11
CNC(=O)C(NC(=O)Nc1ccc(C)cc1)C(C)(C)C (configuration not stated),-13,1

# Arranged by molecular weight (rising): some entries from above.
SMILES,TAG inh,TAG inh DAPI viability
O=C(Nc1cccc(S(=O)(=O)NC2=NCCC2)c1)c1ccccc1OC(F)F,-10,4
CCOC(=O)N1CCN(C(=O)c2ccc(NS(=O)(=O)c3ccc(C)cc3)cc2)CC1,-20,-7
C/C(=N\NC(=O)c1ccc(CN2CCOCC2)cc1)c1ccc(NC(=O)c2ccccc2)cc1,-3,8

# Later entries.
SMILES,TAG inh,TAG inh DAPI viability
CCOc1cccc2cc(-c3cn4cc(C)ccc4n3)c(=O)oc12,19,1
CCCC(C)C(=O)Nc1ccncc1 (configuration not stated),0,13
CCCCc1nnc(NC(=O)c2ccc(S(=O)(=O)N3CCOCC3)cc2)s1,2,-6
Cc1c(Cl)cc(C(C)C)c(O)c1CN1CCOCC1,-17,6
COc1ccc(Cl)c(NC(=O)Nc2c(C)n(-c3ccccc3)c(=O)n2C)c1,-10,5
CC(C)(CCl)C(=O)Nc1ccc(C(F)(F)F)cc1,6,-12
CCC(C)N(C(=O)Cn1nnc(-c2ccc(Cl)cc2)n1)C1CCS(=O)(=O)C1 (configuration not stated),12,-3
O=C(c1cccnc1)N1N=C2CCCCCC2C1(O)C(F)(F)F (configuration not stated),3,-10
O=C(Nc1nc(-c2cc3ccccc3oc2=O)cs1)c1ccc(Br)o1,-2,1
COc1cc(SC#N)ccc1N=Cc1c(C)[nH]n(-c2ccc(Cl)cc2)c1=O,3,0
O=C(CSc1cn(Cc2ccccc2)c2ccccc12)Nc1nccs1,9,-15
O=C(NC1CC1)C1CCN(C2CCN(C(=O)/C=C/c3ccc(F)cc3)CC2)CC1,8,-18
Cc1nn(-c2ccccc2)c(Cl)c1/C=N/NC(=O)c1ccco1,14,-13
O=C1CCCCc2cc(O)c(O)cc21,11,-2
CCOc1ccc(Oc2ccccc2NS(=O)(=O)c2ccc(CCC(=O)O)cc2)cc1,-13,-3
CCc1cccc(NC(=O)c2ccc(NS(=O)(=O)c3c(C)noc3C)cc2)c1,-25,10
CC(=O)Nc1ccc(OCC(=O)N(CC(C)C)C2CCS(=O)(=O)C2)cc1 (configuration not stated),-5,13
CCC1(C)Cc2c(C#N)c(N)n(N)c(=S)c2CO1 (configuration not stated),-15,-3
Cc1nc2ccccn2c(=O)c1NC(=O)COc1ccccc1,6,-1
Cc1cc(C)c2c(=O)cc(C(F)(F)F)oc2n1,3,-3
COCCCN(C(=O)c1ccc2ccccc2n1)c1c(N)n(Cc2ccccc2)c(=O)[nH]c1=O,3,11
COc1ccccc1/C=C/C(=O)OCC(=O)Nc1ccc2c(c1)OCO2,3,1
C/C(=N\Nc1nc(C)c(C)s1)c1ccc([N+](=O)[O-])cc1,3,-6
CCOC(=O)c1cc(NC(=O)N2CCCc3ccccc32)c(C)nc1C,-6,-2
O=[N+]([O-])c1cc(S(=O)(=O)N2CCCCC2)ccc1NCCN1CCOCC1,-10,2
CN(C)C(=O)c1cccc(-c2cnc3c(NC=O)cc(-c4ccc(N(C)C)cc4)cn23)c1,43,-18
CC(=O)c1ccc(-c2cnc3c(NC=O)cc(-c4ccccc4Oc4ccccc4)cn23)cc1,5,5
COCCCNC(=O)c1ccc2sc([C@@H]3O[C@H](CO)[C@H](O)[C@H](O)[C@H]3O)nc2c1,3,0
Cc1ccc(S(=O)(=O)Nc2ccc3nc(C)sc3c2)cc1,-20,7
COc1cccc(CC2(CO)CCN(S(=O)(=O)N(C)C)CC2)c1,-6,-5
Cc1nn(C)c(C)c1S(=O)(=O)N1CCCC(C(=O)NCC2COc3ccccc3O2)C1 (configuration not stated),5,-10
COc1cccc(C(O)c2ncc(-c3ccccc3OC)[nH]2)c1 (configuration not stated),6,-10
CCOC(=O)c1nn(-c2ccc(F)cc2)c(=O)c(C#N)c1C,21,-11
COc1ccc(-c2csc3nc(C)nc(N4CCN(c5ccc(C(C)=O)cc5)CC4)c23)cc1OC,2,-4
C=CCNC(=S)N/N=C/c1ccc(-c2ccc(OC)cc2)o1,-12,35
O=C(C[C@@H]1C/C=C\CC[C@@H](Cc2ccc(F)cc2)C(=O)OC[C@@H]2CCCN2C1=O)N[C@H](CO)Cc1ccccc1,25,-8
CC(O)C(NS(=O)(=O)c1ccc(Cl)cc1)C(=O)OCC(=O)c1ccc2c(c1)NC(=O)CO2 (configuration not stated),-20,6
O=C(Cc1ccc(F)cc1)NC1CCS(=O)(=O)C1 (configuration not stated),-11,-1
Cc1cc(NC(=O)c2ccccc2[N+](=O)[O-])ccc1Br,10,-7
CCOc1ccc(CN(C)C(=O)c2ccc(NC(=O)CC3SC(N4CCCC4)=NC3=O)cc2)cc1 (configuration not stated),-6,-4
COc1cc(OC)cc(C(=O)Nn2c(C)nc3ccccc3c2=O)c1,-1,-2
COc1ccc([C@H]2C[C@H](O)[C@@H](n3cc(-c4ccc(F)cc4)nn3)CN2CC2CCCCC2)cc1,-1,10
Cc1cccnc1NCC(O)COc1ccccc1 (configuration not stated),14,-8
CCn1cc(CN(C)S(=O)(=O)c2cccc([N+](=O)[O-])c2)cn1,13,0
CC(C)Sc1nnc(NC(=O)c2ccco2)s1,55*,-39*
CCOC(=O)C1C(=O)NC(N2CCCCC2)=NC1c1ccco1 (configuration not stated),10,-25
NC(=O)C1CC(=O)N(c2ccc(OCC(=O)N3CCCC3)cc2)C1 (configuration not stated),-3,7
O=C(Oc1cccc(Nc2ncnc3ccccc23)c1)c1cccnc1,-4,4
COc1ccc(NC(=O)NNC(=O)CCc2ccc(O)c(O)c2)cc1OC,10,0
N#CCSc1nnc2sc3ccccc3n12,-11,12
COc1ccccc1N(CC(=O)N/N=C/c1ccc(OCC(=O)NCc2ccco2)cc1)S(=O)(=O)c1ccc(C)cc1,6,0
CCCc1c(C)[nH]c2ccccc2c1=O,-8,1
O=C(COC(=O)c1ccc(O)cc1O)NCCN1C(=O)CSC1=O,-16,15
CCN(CC1CCCN(CCc2cccc(OC)c2)C1)C(=O)c1ccc(COC)o1 (configuration not stated),2,2
Cc1ccccc1CNC(=O)CCC(=O)N1CCOc2ccccc21,-9,4
O=C1c2nccnc2C(=O)N1Cc1ccccc1,-3,6
CC(C(=O)N1CCCCC1)N1C(=O)c2ccccc2C1=O (configuration not stated),-7,5
COc1ccc(C(=O)NC(=S)Nc2ccc(Cc3ccncc3)cc2)cc1,-4,-6
O=C(C1=NN[C@@H]2C(=O)N(Cc3ccccc3)C(=O)[C@H]12)c1ccc(F)cc1,-10,5
O=C(COC(=O)c1nc(Cl)ccc1Cl)Nc1ccc(Cl)cn1,9,1

# Rewritten with bars between the fields: part of the list above.
molecule | TAG inh | TAG inh DAPI viability
CCOC(=O)C1C(=O)NC(N2CCCCC2)=NC1c1ccco1 (configuration not stated) | 10 | -25
NC(=O)C1CC(=O)N(c2ccc(OCC(=O)N3CCCC3)cc2)C1 (configuration not stated) | -3 | 7
O=C(Oc1cccc(Nc2ncnc3ccccc23)c1)c1cccnc1 | -4 | 4
COc1ccc(NC(=O)NNC(=O)CCc2ccc(O)c(O)c2)cc1OC | 10 | 0
N#CCSc1nnc2sc3ccccc3n12 | -11 | 12
COc1ccccc1N(CC(=O)N/N=C/c1ccc(OCC(=O)NCc2ccco2)cc1)S(=O)(=O)c1ccc(C)cc1 | 6 | 0
CCCc1c(C)[nH]c2ccccc2c1=O | -8 | 1
O=C(COC(=O)c1ccc(O)cc1O)NCCN1C(=O)CSC1=O | -16 | 15
CCN(CC1CCCN(CCc2cccc(OC)c2)C1)C(=O)c1ccc(COC)o1 (configuration not stated) | 2 | 2
Cc1ccccc1CNC(=O)CCC(=O)N1CCOc2ccccc21 | -9 | 4
O=C1c2nccnc2C(=O)N1Cc1ccccc1 | -3 | 6
CC(C(=O)N1CCCCC1)N1C(=O)c2ccccc2C1=O (configuration not stated) | -7 | 5
COc1ccc(C(=O)NC(=S)Nc2ccc(Cc3ccncc3)cc2)cc1 | -4 | -6
O=C(C1=NN[C@@H]2C(=O)N(Cc3ccccc3)C(=O)[C@H]12)c1ccc(F)cc1 | -10 | 5

# Other entries follow.
SMILES,TAG inh,TAG inh DAPI viability
COc1ccc(-c2[nH]ncc2CN2CCC(O)(c3ccc(Cl)cc3)CC2)cc1,16,11
N#Cc1nc(-c2cccc(Cl)c2)oc1NCc1cccnc1,-6,28
Nc1ccn([C@@H]2O[C@H](CNC(=O)[C@@H](Cc3cccnc3)NC=O)[C@@H](O)[C@H]2O)c(=O)n1,-4,-5
Cc1cccc(C(=O)NCC(=O)NC2CCN(Cc3ccccc3)CC2)c1,-5,3
CC(=O)c1c(C)[nH]c(C(=O)N2c3ccccc3CC2C)c1C (configuration not stated),6,-2
COCc1c(C(=O)NCCc2ccc(OC(F)F)cc2)oc2ccccc12,7,0
CCOc1ccc(NS(=O)(=O)c2ccc3[nH]cc(C(=O)NCC4CCCO4)c(=O)c3c2)cc1 (configuration not stated),2,-11
NS(=O)(=O)c1ccc(NC(=O)COC(=O)Cn2cnc3ccccc3c2=O)cc1,-17,4
COC(=O)C[C@H](NC(=O)Cn1cnc(C(=O)Nc2ccc(C)c(C)c2)n1)C(=O)OC,-49,-3
CCOC(=O)C1=C(C)Nc2nc3ccccc3n2C1c1ccc(O)cc1 (configuration not stated),-3,6
Cc1ccc(C)c(S(=O)(=O)N2CCN(C(=O)[C@@H]3CCCN3C(=O)c3cccs3)CC2)c1,13,2
CCNC(=O)Cn1cc(C#N)c2ccccc21,23,-7
C/C(=N\NS(=O)(=O)c1ccc([N+](=O)[O-])cc1)c1cccs1,-1,2
COc1ccc(NC(=O)c2sccc2OS(=O)(=O)N(C)C)cc1,8,-8
CCOc1ccc(Nc2cc(C)nc3nc(C)nn23)cc1,3,8
c1ccc(CCNc2cc(-c3ccc4ccccc4c3)nc3ccnn23)nc1,11,7
COc1cc(C)ccc1OCC(=O)Nc1ccccc1N1CCOCC1,-2,-11
COc1ccc(CCNC(=O)C2CCN(S(=O)(=O)c3cc(OC)ccc3OC)CC2)cc1,-17,8
CCN(CC)c1ccc(S(=O)(=O)N2CCCCC2)cc1NC(=O)C1CSC2(C)CCC(=O)N12 (configuration not stated),-4,-17
